Rev-erbA mod: modulators of human Rev-erb alpha DNA binding. Rev-erbα–FITC-DNA binding, fluorescence polarization, 90 min. AID 1259318. activity, % at 10 µM. 370,000 tested, 0.79% active;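 active means activity above about 14%, limit read from the data; passing the limit was not always enough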;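 further: 0% = DMSO wells with 35 nM protein and 100% = DMSO wells with 750 nM protein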
Target sequence (P20393 whole entry, looked up): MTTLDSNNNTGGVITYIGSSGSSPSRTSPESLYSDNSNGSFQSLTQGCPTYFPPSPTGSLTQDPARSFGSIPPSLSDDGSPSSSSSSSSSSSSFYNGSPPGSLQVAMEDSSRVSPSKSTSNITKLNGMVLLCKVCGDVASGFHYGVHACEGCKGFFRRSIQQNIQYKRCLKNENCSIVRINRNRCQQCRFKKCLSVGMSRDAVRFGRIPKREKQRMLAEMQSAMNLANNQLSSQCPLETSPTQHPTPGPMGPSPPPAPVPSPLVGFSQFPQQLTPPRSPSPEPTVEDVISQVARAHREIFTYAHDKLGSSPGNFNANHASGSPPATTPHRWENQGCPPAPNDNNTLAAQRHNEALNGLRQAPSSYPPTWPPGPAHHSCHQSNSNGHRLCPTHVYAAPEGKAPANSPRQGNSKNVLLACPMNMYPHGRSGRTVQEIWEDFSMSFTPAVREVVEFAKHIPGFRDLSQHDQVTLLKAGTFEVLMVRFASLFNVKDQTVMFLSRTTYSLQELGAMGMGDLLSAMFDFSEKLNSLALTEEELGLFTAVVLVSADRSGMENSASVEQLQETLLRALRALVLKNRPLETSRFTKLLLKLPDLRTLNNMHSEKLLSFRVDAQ
Starred values were filed as active, the others as inactive. Some of the compounds tested, so the mix of outcomes need not match the whole.

SMILES	Rev-erbA mod
COc1cc(C(C)=O)ccc1OCCCN1CCC(c2noc3cc(F)ccc23)CC1	-1
CCCc1ccc(OCc2ccc(C(=O)OC)o2)c(OC)c1	1
CC1(C)[C@H]2CC[C@]1(C)C(=O)C2	-1
COc1ccc(-c2noc(C3CCCN(S(=O)(=O)c4cccc(Cl)c4)C3)n2)cc1OC (centres undefined)	4
CO[C@H]1C=CO[C@@]2(C)Oc3c(C)c(O)c4c(O)c(c5c(nc6cc(C)ccn65)c4c3C2=O)NC(=O)C(C)=CC=C[C@H](C)[C@H](O)[C@@H](C)[C@@H](O)[C@@H](C)[C@H](OC(C)=O)[C@@H]1C	-5
COC(=O)c1sccc1NC(=O)c1cc(C)on1	0
CCCC(OC(=O)CN1C(=O)COc2ccccc21)C(=O)NC1CCCC1 (centres undefined)	5
Cc1nnc(SCC(=O)NC2CCCCC2)n(N)c1=O	-2
CCOc1ccc(OCC)c(-c2c(=O)n(OCc3ccc(C(C)(C)C)cc3)c3ccccc3[n+]2[O-])c1	-2
COc1c(C)cc(Br)cc1C(=O)Nc1cccc(NC(=O)c2ccco2)c1	0
CCC1(C(=O)OC)CCc2c(cc(OC)c3ccccc23)C1=O (centres undefined)	10
CNCC[C@@H](Oc1ccccc1)c1ccccc1	-7

Among those listed so far, four have a carbonyl joined to an NH by a bond outside any ring.
SMILES	Rev-erbA mod
COC(=O)c1sccc1NC(=O)c1cc(C)on1	0
CCCC(OC(=O)CN1C(=O)COc2ccccc21)C(=O)NC1CCCC1 (centres undefined)	5
Cc1nnc(SCC(=O)NC2CCCCC2)n(N)c1=O	-2
COc1c(C)cc(Br)cc1C(=O)Nc1cccc(NC(=O)c2ccco2)c1	0

Continuation:
SMILES	Rev-erbA mod
O=C1C(=O)N(c2cccc(Cl)c2)C(c2ccccc2[N+](=O)[O-])/C1=C(\O)c1ccccc1 (centres undefined)	1
Oc1ccc2ccccc2c1C1Nc2cccc3cccc(c23)N1	-7
O=C(CCCCCCCCCCCCC1CCCC1)Nc1ccc(S(=O)(=O)c2ccc(NC(=O)CCCCCCCCCCCCC3CCCC3)cc2)cc1	-1
CCOc1ccc(C2/C(=C(\O)c3c(C)[nH]c(C(=O)OC)c3C)C(=O)C(=O)N2CCN(C)C)cc1 (centres undefined)	0
NC[C@@H]1O[C@H](O[C@@H]2[C@@H](CO)OC(O[C@@H]3[C@@H](O)[C@H](N)C[C@H](N)[C@H]3O[C@@H]3O[C@H](CN)[C@@H](O)[C@H](O)[C@H]3N)[C@@H]2O)[C@H](N)[C@@H](O)[C@@H]1O (some centres undefined)	6
COc1ccc(OC)c(NC(=O)Cn2cccc2)c1	-1
C=CCNC(=S)NNC(=O)COc1cccc(Cl)c1	-4
O=C(NC1CCCC1)c1ccc(COCC(F)(F)C(F)F)o1	-6
COc1ccccc1NC(=O)C(NC(=O)OC(C)(C)C)C(C)OCc1ccccc1 (centres undefined)	-1
O=C(Nc1cccc2ccccc12)N1CCN(Cc2ccc3c(c2)OCO3)CC1	-5
CN(C)C(=O)COC(=O)Cc1ccc(OC(=O)c2ccc(N=C(N)N)cc2)cc1	-6
Cn1c(-c2c(N)n(CCCc3ccccc3)c3nc4ccccc4nc23)nc2ccccc21	1
O=C(CSc1nnc2sc3ccccc3n12)N1CCN(c2ccccc2)CC1	-1
CC(Cc1ccc(O)c(O)c1)(NN)C(=O)O (centres undefined)	-1
O=C(Cc1ccccc1)N/N=C\c1ccc(Br)o1	-1
CCC(C(=O)NC(N)=O)c1ccccc1 (centres undefined)	5
CCOC(=O)c1cc(CC)sc1NC(=O)c1ccc(N2CCOCC2)c([N+](=O)[O-])c1	-4
CN1CCN(S(=O)(=O)c2ccc(NC(=O)Cc3cccs3)cc2)CC1	-2
CN(C)CC/C=C1/c2ccccc2COc2ccccc21	-5
COc1cc(C(=O)NC(c2ccccc2)c2ccccc2)cc(Cl)c1OC	-3
CCOC(=O)c1c(C)c(C(=O)NCC2CCCO2)c(C)n1CC (centres undefined)	2
COC(=O)c1cc(OC)c(OC)cc1NC(=O)CN1CCCCC1	-1
Cc1ccc(NC(=O)Cn2cccc2)cc1Cl	-1
Cc1noc(C)c1C(=O)NCCc1ccc(Cl)cc1	-2
CCOC(=O)c1c(C)c(C(=O)N2CCN(C(=O)c3ccco3)CC2)c(C)n1C	4
Cc1cc(C(=O)Nc2ccc3c(c2)OCO3)cs1	-6
CCCC(C(=O)NC1CCCC1)N(C(=O)Cn1nnc(-c2ccc(C)o2)n1)c1ccccc1OC (centres undefined)	-1
COc1cccc(NC(=O)c2oc3ccccc3c2NC(C)=O)c1	0
CCCCCCCCCCCCCCCCC(C(=O)O)C(O)(CC(=O)O)C(=O)O (centres undefined)	-5
CCCOc1ccc([C@@H]2C3CN(C(=O)OCC)CC=C3C(C#N)=C(N)C2(C#N)C#N)cc1OC (some centres undefined)	3
Cc1ccc(-n2c(SCC(=O)N3CCOCC3)nnc2-c2cccnc2)cc1	-2
O=C(O)C(=O)Nc1cccc(-c2nn[nH]n2)c1	-2
Cc1ccc2[nH]cc(C(=O)CN3CCOCC3)c2c1	-5
C=C1CC[C@H](O)C/C1=C/C=C1\CCC[C@]2(C)C([C@H](C)/C=C/[C@H](C)C(C)C)CC[C@@H]12 (some centres undefined)	-4
O=C(O)c1nc(=O)[nH]c(=O)[nH]1	-4
Cc1cc(C)cc(N(C(C)C(=O)NCCC2=CCCCC2)S(C)(=O)=O)c1 (centres undefined)	7
Cc1cccc(OCc2nnc(SCC(=O)c3cccs3)n2C)c1C	7
CC1(C)O[C@@H]2CC3C4CCC5=CC(=O)CCC5(C)[C@]4(F)C(O)CC3(C)[C@]2(C(=O)CCl)O1 (some centres undefined)	-2
C=C(C)CSc1nc(N)c2c3c(sc2n1)CCC3	1
CCCCn1c(SCC(=O)N2CCC(C)CC2)nc2cc(S(N)(=O)=O)ccc21	-7
COc1ccc(N2C(=O)C(CC(=O)Nc3ccccc3)N(Cc3ccc4c(c3)OCO4)C2=O)cc1 (centres undefined)	2
CCOC(=O)C1=C(C)OC(N)=C(C#N)C1c1ccsc1 (centres undefined)	3
C1CNCCN1	1
COc1cc(S(=O)(=O)N2CCCCC2)ccc1NC(=O)Cc1ccccc1	-1
Nc1ncn([C@@H]2O[C@H](CO)[C@H](O)C2O)c(=O)n1 (some centres undefined)	0
O=C(O)[C@H](O)[C@@H](O)[C@H](O)[C@H](O)CO	7
Cc1nnc(SCC(=O)N(C)c2ccccc2)n1-n1cccc1	-2
CCCC(O)C(CC)CO (centres undefined)	0
O=C(Cc1cccs1)Nn1c(Cc2cccs2)nc2ccccc2c1=O	2
COc1cccc(-c2n[nH]c(=S)n2Cc2ccco2)c1OC	2
Cc1ccc(S(=O)(=O)C2(C(=O)N(C)C3CCCCC3)CC2)cc1	3
Cc1cccc(N2CCN(C(=O)c3cn(C)c(=O)c4c3c3ccccc3n4C)CC2)c1C	-3
CCOc1ccc(C(C)=O)cc1N1C(=O)C2C3C=CC(C3)C2C1=O (centres undefined)	2
Cn1c(C(=O)NCc2cccnc2)cc2sc(Cl)cc21	5
Oc1cccc(O)c1	-2
N[C@@H]1CONC1=O	-2
CCCCC(CC)COC(=O)CC(C(=O)OCC(CC)CCCC)S(=O)(=O)O (centres undefined)	1
CCOC(=O)N1CCC(NC(=O)c2ccc(CNS(=O)(=O)c3ccc(F)cc3)cc2)CC1	-1
CCOC(=O)N1CCC(Nc2c(NCCN3CCN(Cc4ccccc4)CC3)c(=O)c2=O)CC1	-1
COc1cc(CNC2CCCC2)cc(Cl)c1OCc1ccccc1Cl	3

For convenience, part of the list above.
SMILES	Rev-erbA mod
Cc1cc(C)cc(N(C(C)C(=O)NCCC2=CCCCC2)S(C)(=O)=O)c1 (centres undefined)	7
Cc1cccc(OCc2nnc(SCC(=O)c3cccs3)n2C)c1C	7
CC1(C)O[C@@H]2CC3C4CCC5=CC(=O)CCC5(C)[C@]4(F)C(O)CC3(C)[C@]2(C(=O)CCl)O1 (some centres undefined)	-2
C=C(C)CSc1nc(N)c2c3c(sc2n1)CCC3	1
CCCCn1c(SCC(=O)N2CCC(C)CC2)nc2cc(S(N)(=O)=O)ccc21	-7
COc1ccc(N2C(=O)C(CC(=O)Nc3ccccc3)N(Cc3ccc4c(c3)OCO4)C2=O)cc1 (centres undefined)	2
CCOC(=O)C1=C(C)OC(N)=C(C#N)C1c1ccsc1 (centres undefined)	3
C1CNCCN1	1
COc1cc(S(=O)(=O)N2CCCCC2)ccc1NC(=O)Cc1ccccc1	-1
Nc1ncn([C@@H]2O[C@H](CO)[C@H](O)C2O)c(=O)n1 (some centres undefined)	0
O=C(O)[C@H](O)[C@@H](O)[C@H](O)[C@H](O)CO	7
Cc1nnc(SCC(=O)N(C)c2ccccc2)n1-n1cccc1	-2
CCCC(O)C(CC)CO (centres undefined)	0
O=C(Cc1cccs1)Nn1c(Cc2cccs2)nc2ccccc2c1=O	2
COc1cccc(-c2n[nH]c(=S)n2Cc2ccco2)c1OC	2
Cc1ccc(S(=O)(=O)C2(C(=O)N(C)C3CCCCC3)CC2)cc1	3
Cc1cccc(N2CCN(C(=O)c3cn(C)c(=O)c4c3c3ccccc3n4C)CC2)c1C	-3
CCOc1ccc(C(C)=O)cc1N1C(=O)C2C3C=CC(C3)C2C1=O (centres undefined)	2
Cn1c(C(=O)NCc2cccnc2)cc2sc(Cl)cc21	5
Oc1cccc(O)c1	-2
N[C@@H]1CONC1=O	-2
CCCCC(CC)COC(=O)CC(C(=O)OCC(CC)CCCC)S(=O)(=O)O (centres undefined)	1

New compounds follow
SMILES	Rev-erbA mod
COc1cc(/C=C/C(=O)N2CCN(CC(=O)N3CCCC3)CC2)cc(OC)c1OC	8
Cc1cc(C(=O)N2CCN(C/C=C/c3ccccc3)CC2)cs1	2
CCOc1cc(CNCCc2ccc(S(N)(=O)=O)cc2)cc(Cl)c1OCc1ccccc1	5
O=c1[nH]c2ccc(S(=O)(=O)N3CCN(Cc4ccccc4)CC3)cc2[nH]c1=O	4
CCC(=O)NC(=S)Nc1ccc(NC(=O)COc2ccc(Cl)cc2Cl)cc1	24
CCOC(=O)Nc1nc2ccccc2[nH]1	0
O=C1OC(CN2CCOCC2)CN1/N=C/c1ccc([N+](=O)[O-])o1 (centres undefined)	4
CCC(=O)NC(=S)Nc1ccc(S(=O)(=O)NC(C)C)cc1	-3
Cc1ccc(C)c(OCC(=O)Nc2ccc3c(c2)OCO3)c1	-2
COc1ccccc1-c1cc(C(=O)NCc2ccc(F)cc2)no1	-7
Cc1c(NC(=O)c2cc(-c3cccs3)on2)c(=O)n(-c2ccccc2)n1C	-1
N=C(N)N	6
O=P(O)(O)C(Sc1ccc(Cl)cc1)P(=O)(O)O	-4
COc1ccccc1NC(=O)N1CCN(Cc2ccc3c(c2)OCO3)CC1	3
CC(=O)Nc1ccc(S(=O)(=O)Nc2ccc([N+](=O)[O-])cc2)cc1	2
CCCCC(=O)Nc1ccc(C(=O)NNC(=O)c2ccccc2Br)cc1	1
CN(C)CCc1c[nH]c2ccc(C[C@H]3COC(=O)N3)cc12	-4
Cc1cc(C)cc(N2CCCn3c2nc2c3c(=O)n(CC(=O)OCc3ccccc3)c(=O)n2C)c1	-2
C=CC[C@@H]1/C=C(\C)C[C@H](C)C[C@H](OC)[C@H]2O[C@@](O)(C(=O)C(=O)N3CCCC[C@H]3C(=O)O[C@H](/C(C)=C/[C@@H]3CC[C@@H](O)[C@H](OC)C3)[C@H](C)[C@@H](O)CC1=O)[C@H](C)C[C@@H]2OC	2
CC(=O)Nc1ccc(-c2nnc(SCC(=O)c3ccc4c(c3)Cc3ccccc3-4)n2C)cc1	8
CC(Oc1ccccc1F)C(=O)/C=C/N(C)C (centres undefined)	-6
COc1cc(C(=O)N2CCOCC2)cc(OC)c1OC	-2
O=C1OCCC1Sc1nnc(-c2cccs2)n1Cc1ccccc1 (centres undefined)	1
CCCCCCCC(=O)CC[C@@H]1[C@@H](C/C=C\CCCC(=O)OC(C)C)[C@@H](O)C[C@H]1O	-5
CC(=O)OCC(=O)[C@@]1(O)CCC2C3CCC4=CC(=O)CC[C@]4(C)C3[C@@H](O)C[C@@]21C (some centres undefined)	-2
FC(F)(F)c1cccc(N2CCN(Cc3ccoc3)CC2)c1	-2
COc1ccc(C2=C(N)c3ccccc3C2=O)cc1	4
CC(C)(Oc1ccc(Cl)cc1)C(=O)NC1CCSC1=O (centres undefined)	5
O=S(=O)(c1cccc(Cl)c1)N1CCCC1	-5
COc1ccccc1C(=O)NCCCn1cc(Br)c(C)n1	1
CCOc1ccc(NC(=O)CCNS(=O)(=O)c2ccc3c(c2)c(=O)n(C)c(=O)n3C)cc1	-1
CCc1cccc(C)c1NC(=O)c1cc(C)oc1C	-3
COc1ccc(NC(=O)CCc2nc3ccccc3[nH]2)cc1	-10
Cc1ccc(C(=O)N(c2c(C)n(C)n(-c3ccccc3)c2=O)C(C)C)cc1	0
NC[C@H]1O[C@H](O[C@H]2[C@H](O)[C@@H](O[C@H]3O[C@H](CO)[C@@H](O)[C@H](N)[C@H]3O)[C@H](N)C[C@@H]2N)[C@H](N)[C@@H](O)[C@@H]1O	-6
Oc1c(Cl)cc(Cl)cc1Sc1cc(Cl)cc(Cl)c1O	0
O=C1CCCN1CCC1CCN(C(=O)Nc2ccccc2)CC1	0
COc1ccccc1NC(=O)N1CCN(c2cc(-c3ccccc3)nc3ncnn23)CC1	-5
Nc1nc(CSc2ncn(-c3ccccc3)n2)cs1	1
CCCCCCCCCCCCCCCCCCCCCCO	2
O=C(O)c1cc(=O)[nH]c(=O)[nH]1	-6
O=C(O)C[C@H](O)C(=O)O	-5
